PAFAH1B2 inh: PAFAH1B2 enzyme inhibitors, primary screen, biochemical, fluorescence polarization, human; Platelet-activating factor acetylhydrolase IB subunit alpha2 (Homo sapiens), P68402; recombinant PAFAH1B2, FP-rhodamine activity probe; inhibition, % at 3.39 µM; actives 1.2% (n = 340,000); AID 492953, 2010;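 active = inhibition above the mean of all tested compounds plus 3 SD, cut at about 24% in these data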;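 note: 0% = enzyme with DMSO and 100% = wells lacking PAFAH1B2; many of its hits are not listed in these tables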
Target sequence (P68402 whole entry, looked up): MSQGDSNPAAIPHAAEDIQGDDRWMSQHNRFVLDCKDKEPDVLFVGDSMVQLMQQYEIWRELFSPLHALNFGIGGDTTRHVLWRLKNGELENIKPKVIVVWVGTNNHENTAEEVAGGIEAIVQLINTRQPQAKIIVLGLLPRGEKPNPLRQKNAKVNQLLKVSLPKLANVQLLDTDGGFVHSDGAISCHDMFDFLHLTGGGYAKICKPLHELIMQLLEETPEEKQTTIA
PAFAH1B3 inh: PAFAH1B3 enzyme inhibitors, primary screen, biochemical, fluorescence polarization, human. recombinant PAFAH1B3, FP-rhodamine probe. inhibition, % at 3.39 µM. actives 0.28% (n = 340,000);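 active = inhibition above the screen-wide average of all tested compounds plus 3 SD, cut at about 25% in these data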;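 note: 0% = enzyme with DMSO only and 100% = wells lacking PAFAH1B3 protein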
Target sequence (Q15102 whole entry, looked up): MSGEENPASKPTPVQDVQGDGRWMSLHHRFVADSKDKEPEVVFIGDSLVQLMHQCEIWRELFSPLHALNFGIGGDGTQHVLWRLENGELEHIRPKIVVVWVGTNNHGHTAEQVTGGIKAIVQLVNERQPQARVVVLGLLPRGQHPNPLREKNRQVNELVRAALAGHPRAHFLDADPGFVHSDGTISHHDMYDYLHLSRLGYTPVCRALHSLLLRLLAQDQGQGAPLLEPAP
PAFAH2 inh: PAFAH2 enzyme inhibitors, primary screen, biochemical, fluorescence polarization, human; actives 0.99% (n = 340,000); recombinant PAFAH2, FP-rhodamine activity probe; Platelet-activating factor acetylhydrolase 2, cytoplasmic (Homo sapiens), Q99487; AID 492956, 2010; inhibition, % at 3.39 µM;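 active = inhibition above the mean over all tested compounds plus 3 SD, cut at about 30% in these data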;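 note: inhibitors block probe labeling of enzyme so polarization drops; 0% = enzyme with DMSO and 100% = wells lacking PAFAH2 protein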
Starred values were filed as active, the others as inactive. This is a subset. The share of hits here may be higher or lower than overall.

SMILES	PAFAH1B2 inh	PAFAH1B3 inh	PAFAH2 inh
O=C1CN(C(=O)/C=C/c2ccc(Br)cc2)CCN1	1	-2	-5
COCCNC(=S)N1CCC(C(=O)c2ccc(F)cc2)CC1	-4	7	-13
COc1ccccc1N1CCN(C2CCCN(C(=O)c3csc(C)n3)C2)CC1 (stereo unspecified)	-4	8	1
COc1ccc(Cl)cc1NC(=O)CCN1C(=O)NC(C)(C)C1=O	-1	4	-10
Cc1nc2c(o1)C(=O)c1ccccc1C2=Nc1ccccc1	0	14	2
Cc1nc(-c2cccc(NC(=O)C(C)Oc3ccccc3)c2)cs1 (stereo unspecified)	0	7	3
CCC1(O)CC2CN(CCc3c([nH]c4ccccc34)C(C(=O)OC)(c3cc4c(cc3OC)N(C=O)C3C(O)(C(=O)OC)C(OC(C)=O)C5(CC)C=CCN6CCC43C65)C2)C1 (stereo unspecified)	3	9	2
CCOC(=O)c1coc(C(=O)OCC)c1C(=O)OCC	8	1	1
CCOC(=O)C1=CC(=O)CC(C)(C)O1	1	11	-1
Clc1cccc(CN2CCC3CC2c2cc(N4CCCCC4)ccc23)c1 (stereo unspecified)	4	8	2
C=CCNc1nc(NCc2ccccc2)nc(OCC)n1	2	5	6
CCSc1nc2sc3c(c2c(=O)n1CC)CCC3	0	11	3
COC(=O)c1cn(C)c2ccc(S(=O)(=O)N3CCCCC3)cc2c1=O	2	9	-1
CCCN(CCC)S(=O)(=O)c1ccc(C(=O)N2CCN(C)CC2)cc1	0	3	3
COc1ccc(CCC(C)NC2C3CC4CC(C3)CC2C4)cc1 (stereo unspecified)	-1	3	6

Already shown: an excerpt of the list.
SMILES	PAFAH1B2 inh	PAFAH1B3 inh	PAFAH2 inh
O=C1CN(C(=O)/C=C/c2ccc(Br)cc2)CCN1	1	-2	-5
COCCNC(=S)N1CCC(C(=O)c2ccc(F)cc2)CC1	-4	7	-13

The results go on:
SMILES	PAFAH1B2 inh	PAFAH1B3 inh	PAFAH2 inh
CCOC(=O)c1c(C)oc2c1c(C=NCC1CCCO1)c(O)c1ccccc12 (stereo unspecified)	4	12	12
O=C(OCC(=O)N1CCCCC1)c1n[nH]c(=O)c2ccccc12	-2	3	6
CCC(c1nnnn1C1CCCCC1)N(Cc1ccco1)Cc1cc2ccc(OC)cc2[nH]c1=O (stereo unspecified)	1	-1	3
OCCC1CN(CCCn2cccn2)CCN1C1CCCCC1 (stereo unspecified)	2	-2	1
O=C(c1cc2ccccc2oc1=O)N1CCCN(C(=O)c2cc3ccccc3oc2=O)CC1	6	4	-1
Cc1cccc2cc(CN(Cc3cccs3)C(c3nnnn3C3CCCC3)C(C)C)c(=O)[nH]c12 (stereo unspecified)	5	16	3
O=C(NC(=S)Nc1ccc(-c2ccccc2)cc1)c1ccccc1	-3	4	-7
Cc1nc(SCC(=O)N2CCCCCC2)c2c(=O)n(C)c(=O)n(CC(C)C)c2n1	7	0	3
Cc1cccc(C)c1NC(=O)C1CCCN(CCCc2ccccc2)C1 (stereo unspecified)	5	6	-5
CC1(c2ccc3c(c2)OCCO3)NC(=O)N(CC(=O)Nc2ccccc2F)C1=O (stereo unspecified)	5	9	1
COc1ccc2c(c1)C[C@]1(C)c3ccccc3C(=O)N(Cc3ccccc3)[C@H]21	5	2	-4
Cc1nc(Nc2ncc3c(n2)CC(C)(C)CC3=O)nc2ccccc12	3	-5	1
O=C(C=Cc1ccc2c(c1)OCO2)c1ccccc1	6	11	-1
COc1cc(/C=C2\SC(=S)N(NC(=O)c3cccc(O)c3)C2=O)ccc1O	-106	-156	-192
Cc1noc(C)c1COC(=O)c1csc2c1CCCC2	1	5	4

Looked up by structure from above (five):
SMILES	PAFAH1B2 inh	PAFAH1B3 inh	PAFAH2 inh
Cc1noc(C)c1COC(=O)c1csc2c1CCCC2	1	5	4
O=C(c1cc2ccccc2oc1=O)N1CCCN(C(=O)c2cc3ccccc3oc2=O)CC1	6	4	-1
O=C(NC(=S)Nc1ccc(-c2ccccc2)cc1)c1ccccc1	-3	4	-7
O=C(OCC(=O)N1CCCCC1)c1n[nH]c(=O)c2ccccc12	-2	3	6
Cc1cccc(C)c1NC(=O)C1CCCN(CCCc2ccccc2)C1 (stereo unspecified)	5	6	-5

More compounds.
SMILES	PAFAH1B2 inh	PAFAH1B3 inh	PAFAH2 inh
COc1ccc(CNS(=O)(=O)CCNCCc2ccccc2)cc1	5	4	-7
CC(C)NC(=O)[C@@H]1CSC2c3ccccc3C(=O)N21 (stereo partly specified)	1	6	-8
Cn1c(=O)[nH]c2c(cnn2C)c1=O	3	12	-1
Cn1c(=O)c2[nH]c(CN3CCCCC3)nc2n(C)c1=O	3	7	7
COc1ccccc1N1CCN(CCCN2C(=O)C3CCCCN3C2=O)CC1 (stereo unspecified)	6	1	0
CCOC(=O)c1c(NC(=O)COC(=O)C2CCC2)sc(C(=O)N(C)C)c1C	7	-1	3
O=S(=O)(c1ccccc1)N1CCC2(CC1)OCCN2S(=O)(=O)c1cccs1	19	8	4
Nc1cc2nn(-c3ccccc3)nc2cc1Cl	4	15	9
CC(C)C[C@H]1CN([C@@H](CC(C)C)CN2CCCC2CN2C(=S)NC[C@@H]2Cc2ccc(O)cc2)C(=S)N1CC1CCCCCC1 (stereo partly specified)	4	12	-5
Cc1nc(NC2=NCN(Cc3cccnc3)CN2)nc2ccccc12	0	4	2
O=C(O)c1cccc2c1-c1c(cccc1[N+](=O)[O-])C2	1	9	-2
O=C(N[C@@H](Cc1ccccc1)C(=O)N1CCN(S(=O)(=O)c2ccc(F)cc2)CC1)c1ccco1	24*	12	3
Cc1cc(Br)ccc1NC(=S)NCCc1ccccc1	1	-5	1
CCOc1ccc(NC(=O)CN(C)C(=O)c2ccc(C)c(S(=O)(=O)N3CCCCC3)c2)cc1OCC	0	-3	-2
Cc1ccccc1N(C=O)c1ccccc1C	3	6	4
O=C(O)C1OC(C(=O)O)C(C(=O)O)C1C(=O)O (stereo unspecified)	-4	4	0
O=C1CCN(CC2CCCCC2)C=C1C(=O)c1ccccc1	2	4	3
Cc1ccc2c(c1)[C@H]1[C@H](CO2)[C@H](c2ccccc2)[C@]2(C)C(=O)N(C)CC(=O)N12	-1	2	0
O=C(CN1CCc2ccccc2C1)Nc1ccc(F)cc1	1	-1	-1
CC(Oc1ccc(Br)cc1)C(=O)N1CCN(c2ccccn2)CC1 (stereo unspecified)	2	-1	0
COc1ccc(C)cc1NC(=O)c1ccc(CN2CCc3ccccc3C2)cc1	-2	6	-8
CCOC(=O)c1c(NC(=O)CSc2ncccn2)sc2c1CCN(Cc1ccccc1)C2	0	10	-6
COc1cc(Br)c(CC2c3cc(OC)c(OC)cc3CCN2C)cc1OC (stereo unspecified)	-2	2	0
Cc1ccoc1C(=O)Nc1cccc2ccccc12	4	9	4
CCOc1cc2c(cc1O)C(=NO)CC1C2CCC2(C)C(O)CCC12 (stereo unspecified)	1	9	-4
Nc1nc2c(ncn2C2CCCC2)c(=O)[nH]1	-4	11	5
Cn1cc(/C=C2\SC(=S)N(NC(=O)c3cccc(Cl)c3)C2=O)c2ccccc21	-4	0	-23
CC(NC(=O)COC(=O)CN1C(=O)NC2(CCCC2)C1=O)c1ccc(F)cc1 (stereo unspecified)	9	6	3
Cc1ccc(NS(=O)(=O)c2ccccc2F)cc1S(=O)(=O)N1CCCCCC1	3	7	3
CC(O)CNc1nc(N)[nH]c(=O)c1N=Nc1ccccc1 (stereo unspecified)	3	8	3
CON1C(=O)C(=O)N(OC)C2CCCCC21 (stereo unspecified)	-3	13	7
Cc1cccc(N(CC(=O)N2CCCCCC2)S(C)(=O)=O)c1C	7	-1	2
CCCOc1c(Br)cc(C(=O)OCc2cc(=O)n3ccsc3n2)cc1OC	4	16	5
Cc1cc(NC(=S)N(Cc2cccc(Br)c2)CC2CCC(C(=O)O)CC2)ccc1Cl (stereo unspecified)	10	4	0
COc1ccc(-c2sc(Nc3cccc4ccccc34)n[n+]2C)c(C)c1C	4	1	0
CCC1(O)C(=O)OCc2c1cc1n(c2=O)Cc2cc3cc(O)ccc3nc2-1 (stereo unspecified)	2	6	13
CN(C(=O)c1cccc(NC(=O)Cc2ccc(NC(=O)C3CCCN(C(=O)c4ccccc4)C3)cc2)c1)C1CCC1 (stereo unspecified)	-2	5	4
CCCCCCSc1cccc(-c2nc3ccc(Cl)cn3c2NCCCC)c1	7	11	1
CCOc1ncccc1C(=O)OC(C)C(=O)Nc1ccc(Cl)cn1 (stereo unspecified)	1	0	3
O=C(Nc1cccc(C(=O)N2CCCCC2)c1)C1CCC1	0	4	-10
COc1ccc(CN(C)CC2CCCN(CCc3ccc(F)cc3)C2)cc1OC (stereo unspecified)	5	9	-2
COC(=O)c1c(C)[nH]c(C(=O)COC(=O)Cn2cc(C(F)(F)F)ccc2=O)c1C	0	-5	-1
CN1CCN(NC(=O)Nc2ccc(Br)cc2Cl)CC1	3	11	-4
CCOC(=O)/C(C#N)=C/Nc1cc(C(=O)OCC)cc2c(OC)c(OC)ccc12	1	3	-5
CCC1(c2ccc(F)cc2)NC(=O)N(CC(=O)Nc2cccc(S(=O)(=O)N3CCOCC3)c2)C1=O (stereo unspecified)	-2	6	-4
Cc1cccc(CN2CCC(CNC(=O)Nc3ccccc3F)CC2)c1	-1	2	1
COc1cccc(Oc2c(C)oc3c(CN4CCOCC4)c(O)ccc3c2=O)c1	1	0	-6
Cc1ccc(S(=O)(=O)N2CCOCC2)cc1NC(=O)COC(=O)c1cnc(Cl)c(Cl)c1	-1	3	7
CCN(CC)CCCNc1ccc2ncn3c4ccc(O)cc4c(=O)c1c23	1	10	7
CCOc1ccc(CN2CCN(Cc3cc4ccccc4[nH]3)CC2CCO)cc1 (stereo unspecified)	-5	2	-6
O=C(NC(Cc1ccccc1)C(=O)N1CCN(c2ccccc2O)CC1)c1ccccc1 (stereo unspecified)	1	4	2
Cc1ccccc1NC(=O)NNC(=O)c1ccc2ccccc2c1	0	1	-5
CC(C)C[C@H]1CNC(=S)N1CC1CCCN1C[C@H](Cc1ccccc1)N1C[C@H](Cc2ccc(O)cc2)N(CC2CCCCC2)C1=S (stereo partly specified)	-5	-4	-14
O=[N+]([O-])c1ccccc1OCCCn1cnc2ccccc21	-1	-4	1
CCC(C)C1(C2CCCC2)NC(=O)NC1=O (stereo unspecified)	6	5	2
O=C1/C(=C/c2ccc(O)c(O)c2)SC(=S)N1Nc1ccccc1	-60	-37	-2
O=C(OCCOc1ccccc1F)c1cc(S(=O)(=O)N2CCOCC2)ccc1F	7	8	-2
CC(=O)c1ccc(NC(=O)CC2S/C(=N/N=C3CCCCCC3)NC2=O)cc1 (stereo unspecified)	7	3	-3
O=c1[nH]c(=S)[nH]cc1Oc1ccc(Cl)cc1Cl	10	4	-1
O=C(COC(=O)Cc1ccc(F)cc1)NC1CCCCCC1	5	3	20

(continued)
SMILES	PAFAH1B2 inh	PAFAH1B3 inh	PAFAH2 inh
Cc1ccc(S(=O)(=O)N2CCC(C(=O)Nc3ccc(S(=O)(=O)N4CCOCC4)cc3)CC2)cc1	2	3	5
Cc1ccc(S(=O)(=O)N2C(=O)CCC2C(N)=O)cc1 (stereo unspecified)	5	10	1
CCC1(c2ccccc2)SC(=O)NC1=O (stereo unspecified)	1	4	1
CCOC(=O)C1CCCN(C(=O)Cn2ncc3c(=O)oc4ccc(C)cc4c32)C1 (stereo unspecified)	-1	1	4
CN(Cc1cccc(F)c1)C(=O)CSc1nnc(C2CC2)n1C1CC1	2	4	1
Cc1ccc(C(O)(CNCc2ccccc2)c2ccccc2)cc1 (stereo unspecified)	4	7	-5
O=C1CC[C@@H]2C[C@@]3(C[C@@H]4CCN1[C@H]24)Nc1cc([N+](=O)[O-])ccc1NC3=NCc1ccccc1	2	5	7
O=C1NC(=O)C(c2ccccc2)(c2ccc(Cl)cc2Cl)N1 (stereo unspecified)	2	6	-1
O=C(NN1CCOCC1)c1ccc([N+](=O)[O-])cc1	2	6	-1
CN(C(=O)c1ccc(NC(=O)Cc2ccc(NC(=O)C3CCCN(C(=O)C4CC4)C3)cc2)cc1)C1CCCC1 (stereo unspecified)	4	-1	-6
Cc1ccc(Cn2cccc(NS(C)(=O)=O)c2=O)cc1	1	13	7
CCOc1ccc(Cl)cc1C(c1c(C)[nH][nH]c1=O)c1c(C)[nH][nH]c1=O	8	9	5
N#CCCN(C(=O)Nc1ccccc1)C1CCCCC1	4	9	3
COC(C/C=C\[C@@H](O)COCc1ccccc1)OC	1	-3	2
CS(=O)(=O)c1ccc(C(=O)Nc2nc(-c3ccco3)c(-c3ccco3)s2)cc1	11	8	9
COc1cccc(C(=O)NC2CCCc3c2cnn3-c2cc(C)cc(C)c2)c1 (stereo unspecified)	3	-2	2
O=C(O)C(Oc1ccc(Cl)cc1)c1ccc(Cl)cc1 (stereo unspecified)	4	-4	-1

Entries of single compounds from above.
Results for `Cc1ccc(S(=O)(=O)N2CCC(C(=O)Nc3ccc(S(=O)(=O)N4CCOCC4)cc3)CC2)cc1` : PAFAH1B2 inh: 2; PAFAH1B3 inh: 3; PAFAH2 inh: 5
Results for `Cc1ccc(Cn2cccc(NS(C)(=O)=O)c2=O)cc1` : PAFAH1B2 inh: 1; PAFAH1B3 inh: 13; PAFAH2 inh: 7

Compound activity: PubChem, The Scripps Research Institute Molecular Screening Center
